Assay outcomes: PubChem BioAssay, several laboratories
PLK1 kinase inh – human PLK1 kinase inhibitors, primary screen, biochemical, TR-FRET; Serine/threonine-protein kinase PLK1 (Homo sapiens), P53350; recombinant PLK1 kinase, TR-FRET peptide phosphorylation; inhibition, % at 10 µM; actives 0.53% (n = 97,000); AID 619, 2007;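 active means inhibition of 50% or more in the single-concentration screen; inactive means inhibition below 50%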;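 further: 0% = DMSO max control and 100% = H-89 dihydrochloride min control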
S1P2 ag – S1P2 receptor agonists, primary screen, cell-based | Sphingosine 1-phosphate receptor 2 (Homo sapiens), O95136 | S1P2-expressing cell line, agonist reporter read-out | activation, % at 4.5 µM | actives 0.46% (n = 97,000) | AID 729, 2007; in the data active means activation above about 16%;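 further: 0% = vehicle low control and 100% = maximal reference agonist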
Target sequence (O95136 whole entry, looked up): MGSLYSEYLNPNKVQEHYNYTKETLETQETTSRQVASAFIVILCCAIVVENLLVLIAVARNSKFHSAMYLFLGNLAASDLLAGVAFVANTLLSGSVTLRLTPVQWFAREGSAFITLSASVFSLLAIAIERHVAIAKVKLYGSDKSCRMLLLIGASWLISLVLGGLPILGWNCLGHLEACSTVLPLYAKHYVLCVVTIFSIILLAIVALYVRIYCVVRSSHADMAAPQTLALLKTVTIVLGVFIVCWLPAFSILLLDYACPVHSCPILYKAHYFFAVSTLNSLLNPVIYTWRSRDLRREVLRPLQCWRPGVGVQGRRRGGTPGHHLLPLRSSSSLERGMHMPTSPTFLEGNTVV
EphB4 antag – EphB4-ephrin-B2 interaction antagonists, primary screen, biochemical, TNYL-RAW peptide probe, fluorescence polarization; Ephrin type-B receptor 4 (Homo sapiens), P54760; EphB4 LBD / TNYL-RAW-Alexa532 peptide; inhibition, % at 7 µM; actives 0.15% (n = 97,000);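 active means inhibition above the screen-wide mean inhibition plus 3 SD, cut at about 15% in these data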;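 further: 0% = DMSO wells and 100% = excess unlabeled TNYL-RAW peptide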
MT1-MMP txn act – MT1-MMP promoter reporter activation – cell-based, luciferase luminescence, primary screen. HT1080 MT1-MMP promoter luciferase reporter, overnight; active compounds read high. activation factor at 10 µM. actives 0.16% (n = 86,000). AID 750, 2007;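 active means activation factor of at least 2 for MT1-MMP transcription at 10 µM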
PLAP activator – PLAP enzyme activators, biochemical, luminescence, HTS; Alkaline phosphatase, placental type (Homo sapiens), P05187; purified PLAP enzyme, luminescent substrate read-out; active compounds read high; activation fold at 20 µM; actives 1.2% (n = 96,000); in the data active means activation fold above about 2
Target sequence (P05187 whole entry, looked up): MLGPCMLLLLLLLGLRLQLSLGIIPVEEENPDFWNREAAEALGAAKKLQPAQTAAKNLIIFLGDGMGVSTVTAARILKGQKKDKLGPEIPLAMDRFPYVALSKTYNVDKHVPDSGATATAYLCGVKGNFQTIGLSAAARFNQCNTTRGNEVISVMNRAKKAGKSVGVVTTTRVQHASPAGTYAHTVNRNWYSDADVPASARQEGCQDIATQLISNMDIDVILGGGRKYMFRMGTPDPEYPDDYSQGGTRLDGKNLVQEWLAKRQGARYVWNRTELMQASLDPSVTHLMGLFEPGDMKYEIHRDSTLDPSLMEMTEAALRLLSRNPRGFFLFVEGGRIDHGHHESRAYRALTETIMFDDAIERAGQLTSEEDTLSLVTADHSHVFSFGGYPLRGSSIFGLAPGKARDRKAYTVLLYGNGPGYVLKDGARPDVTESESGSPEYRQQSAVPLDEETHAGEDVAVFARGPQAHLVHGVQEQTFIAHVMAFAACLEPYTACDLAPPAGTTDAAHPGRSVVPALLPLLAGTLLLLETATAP
FAK blocker – FAK kinase inhibitors, primary screen, biochemical | biochemical FAK kinase activity assay | inhibition, %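 (tested at 7 µM)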 | actives 0.84% (n = 97,000); in the data active means inhibition above about 19%;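 further: 0% = DMSO and 100% = reference compound high control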
PLK1 PBD inh – Plk1 polo box domain binding inhibitors, primary screen, biochemical, fluorescence polarization | Serine/threonine-protein kinase PLK1 (Homo sapiens), P53350 | actives 0.13% (n = 97,000) | inhibition, %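 (tested at about 20 µM)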 | Plk1 PBD phosphopeptide binding; in the data active means inhibition above about 34%, passing the limit was not always enough
Rev-RRE block – HIV-1 Rev-RRE binding inhibitors, primary screen, biochemical, FRET, protein-RNA interaction | P05866 | Rev peptide-RRE RNA binding | inhibition, % at 8 µM | actives 0.79% (n = 97,000) | AID 704, 2007;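 active means inhibition above the screen-wide mean plus 3 SD, cut at about 35% in these data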;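 further: 0% = median DMSO wells and 100% = median Neomycin B control wells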
Target sequence (P05866 whole entry, looked up): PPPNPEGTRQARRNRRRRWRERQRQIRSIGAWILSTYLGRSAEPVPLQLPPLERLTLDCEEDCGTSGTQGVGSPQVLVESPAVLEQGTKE
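Material: labelled RRE RNA duplex and labelled Rev peptide / Buffer or medium: HEPES pH 7.5 salt buffer with EDTA / Compound dosing: single point, 8 µM final nominal compound concentration / Benchmarks: DMSO low control, neomycin B high control / Timing: 5 min preincubation and 15 min binding, 25 °C / Technique: FRET fluorescence readout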
S1P2 blocker – human S1P2 receptor antagonists, primary screen, cell-based; Sphingosine 1-phosphate receptor 2 (Homo sapiens), O95136; cell-based S1P2 antagonist assay, inhibition at 5 uM; inhibition, % at 5 µM; actives 0.21% (n = 97,000); in the data active means inhibition above about 45%;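 further: CRE beta-lactamase reporter cells expressing human S1P2 stimulated with S1P; 0% = agonist at EC80 alone and 100% = agonist plus reference antagonist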
The depositor's hits bear a star; . = not tested or not shown.

Start of the listing, in advance (two entries):
SMILES	PLK1 kinase inh	S1P2 ag	EphB4 antag	MT1-MMP txn act	PLAP activator	FAK blocker	PLK1 PBD inh	Rev-RRE block	S1P2 blocker
CC(C)Oc1cccc(C(=O)NC(=S)N2CCN(c3ccc(C(F)(F)F)cc3[N+](=O)[O-])CC2)c1	-8	-4	-2	.	0.9	-4	-28	-7	0
O=c1nc(NCc2ccco2)sc2ncccc12	-6	-3	2	1.1	0.9	-2	-16	6	1

The listing, previewed entries included:
SMILES	PLK1 kinase inh	S1P2 ag	EphB4 antag	MT1-MMP txn act	PLAP activator	FAK blocker	PLK1 PBD inh	Rev-RRE block	S1P2 blocker
CC(C)Oc1cccc(C(=O)NC(=S)N2CCN(c3ccc(C(F)(F)F)cc3[N+](=O)[O-])CC2)c1	-8	-4	-2	.	0.9	-4	-28	-7	0
O=c1nc(NCc2ccco2)sc2ncccc12	-6	-3	2	1.1	0.9	-2	-16	6	1
COc1ccc2[nH]c(C(=O)O)c(NS(=O)(=O)c3ccc(OC)c(OC)c3)c2c1	1	-7	9	1.1	1.2	1	0	9	2
Cc1cc(C)c2cc(C#N)c(N3CCCN(S(=O)(=O)c4ccccc4)CC3)nc2c1	-12	-2	-5	1.2	.	-2	-15	15	-10
Cc1cccn2c(=O)c(/C=C(\C#N)S(=O)(=O)c3ccc(Cl)cc3)c(N3CCC(C(N)=O)CC3)nc12	-3	0	-1	1.1	1.4	1	32	24	-16
CCOc1nc(OCC)nc(N2CCC(C)CC2)n1	-13	-6	8	1	1.4	0	31	6	-7
O=C(CN1C(=O)c2cccc3cccc(c23)C1=O)N1CCN(Cc2ccc3c(c2)OCO3)CC1	7	-6	-3	.	1.4	1	15	4	0
COc1cccc(C(C(=O)NC2CCCCC2)N(C(=O)Cc2cccs2)c2ccc(-n3cnnn3)c(OC)c2)c1 (stereo unspecified)	-7	-7	-2	.	1.3	-1	9	1	15
Brc1ccc(-c2nnc(-c3cccnc3)c3conc23)cc1	-7	-5	-1	1.3	.	-1	-1	3	-4
CC(C)N(Cc1nc(-c2ccc(Cl)cc2)no1)C(=O)C12CC3CC(CC(C3)C1)C2	-1	-3	-9	1.2	1	-5	-6	3	-20
Cc1cc(C)nc(SCCn2c(N3CCCCC3)nc3c2c(=O)n(C)c(=O)n3C)n1	0	-3	-1	1.2	1.2	-1	2	3	-38
COc1ccc2[nH]c(C)c(C(=O)CN3CCN(C(=O)c4ccco4)CC3)c2c1	-6	-6	4	1	1.1	1	2	8	6
CC(Oc1ccc(F)cc1)C(=O)Nc1sc2c(c1C(=O)NCc1cccnc1)CCCC2 (stereo unspecified)	-7	-12	4	.	1.1	3	3	2	-8
CCOc1ccc(/C=C\C(C)=N\O)cc1	-3	-4	2	0.9	1	20*	-19	2	-1
CC1(C)CC2(CCO1)N1CC3(C)CN2CC(C)(C1)C3=O (stereo unspecified)	-5	-6	4	1.1	.	0	8	11	1
CC(C)OC(=O)CSc1nnc(CNc2cccc(Cl)c2)n1C	-4	-1	3	1	.	0	-14	-1	-5
COc1ccc(C(=O)N2CCCc3ccccc32)cc1	-9	-7	-2	1.3	0.9	2	14	6	-9
CCNS(=O)(=O)c1ccc(C)c(-n2cnnn2)c1C	-8	-2	4	1.1	.	-1	-11	9	13
CCCCc1n[nH]c2c1/C(=N/O)CC(c1ccccc1)C2 (stereo unspecified)	-4	-5	-10	1.3	1.2	-1	-15	-2	10
Cc1ccc(CNC(=O)CCNC(=O)Cn2ccc3ccccc3c2=O)o1	0	-2	14	1.1	1	-3	-27	4	4
O=c1[nH][nH]c(=O)c2cc(N3CCCC3)ccc12	15	-7	3	1.1	1	2	-18	5	3
Cc1ccccc1-c1nnc(SCCOc2ccc3c(C)cc(=O)oc3c2)o1	-9	-3	2	.	0.9	-1	5	7	3
Cc1ccc(NC(=O)CSc2nc(O)cc(=O)n2C)cc1	-2	-5	-8	1.1	1	1	7	2	-7
CCCCc1nc(SCC(=O)Nc2ncccn2)n[nH]1	-8	0	2	.	1.1	3	16	7	7
CCCn1c(=N)n(CC(=O)O)c2ccccc21	-8	0	6	1	.	0	-24	7	17
Cc1ccc(Cn2c(SCCN3CCCCC3)nc3c2c(=O)n(C)c(=O)n3C)cc1	-19	-1	16*	1.1	1.6	4	-17	12	8
Cc1nc(N[C@@H](Cc2c[nH]c3ccccc23)C(=O)O)c2oc3ccccc3c2n1	-8	-11	1	1.2	.	7	11	3	5
Cc1ccc(C(C(=O)NC2CCCC2)N(C(=O)CCC(=O)Nc2cc(C)on2)c2ccccc2)cc1 (stereo unspecified)	-3	-11	-2	1.2	.	-1	-8	5	-3
Nn1c(SCC(=O)N2CCCCCC2)nnc1-c1ccncc1	0	-4	-6	1.1	1.1	0	-10	11	9
Cc1ccc(C(=O)COC(=O)CCC(=O)Nc2cccc(Cl)c2)cc1[N+](=O)[O-]	-3	-5	8	.	1.1	-8	-6	10	-10
Cn1cc(C(=O)c2ccc(Cl)cc2Cl)cc1C(=O)N/N=C(\N)COc1ccc(F)cc1	2	-6	3	.	1.9	0	1	11	10
Cn1c(=O)c2c(nc(CN3CCc4ccccc4C3)n2Cc2ccccc2)n(C)c1=O	-2	-2	2	1.1	.	0	14	1	-2
O=C(CSc1nc2sc3c(c2c(=O)[nH]1)CCCC3)NCCO	2	-5	0	1.1	.	-5	13	7	8
CCn1c(SCC(=O)N2CCc3ccccc32)nnc1-c1ccncc1	-11	-7	-1	1.1	0.8	-6	33	-1	0
c1ccc(-c2noc(CN3CCN(C(c4ccccc4)c4ccccc4)CC3)n2)cc1	-3	-2	5	1.1	1.1	1	-1	9	-8
Cc1ccc(C(=O)C2=C(O)C(=O)N(CCN3CCOCC3)C2c2ccccn2)o1 (stereo unspecified)	-10	1	-4	1.1	1.2	2	-2	6	9
COC(=O)c1sc(S(=O)(=O)NCc2ccccc2)c(C(=O)OC)c1C	1	4	-3	1.2	1	0	9	8	1
CCn1cc(C(=O)N[C@H](C)c2ccccc2)c(=O)c2cc(F)c(N3CCN(C)CC3)cc21	-8	-4	-6	1	1.6	2	-24	2	-14
O=C(Nc1ccc(Cl)cc1)N(Cc1cccnc1)Cc1ccco1	-8	-10	-5	1.2	0.9	-1	26	-1	-1
C=CCNC(=O)CN(c1ccc(F)c(Cl)c1)S(C)(=O)=O	-8	0	5	1.1	1.1	-1	5	0	-7
CC(=O)Nc1ccc(S(=O)(=O)Nc2nc(CN3CCOCC3)nc3sc4c(c23)CCCC4)cc1	-9	-9	5	0.9	1.7	-5	-1	4	-6
CCCCN1C(=S)SC(C)(C)C1/[N+]([O-])=C/c1cccnc1 (stereo unspecified)	-5	-7	-5	1.1	0.8	-14	39	-2	3
CCc1cc(=O)oc2cc3oc(C)c(C)c3cc12	2	-10	-9	1.1	0.9	2	14	4	-22
CCN(CC)CCNC(=O)c1ccc(Cl)c(S(=O)(=O)Nc2ccccc2OC)c1	-5	-7	0	1.2	1.1	4	22	2	12
CCC(Sc1ncccc1C(=O)O)C(=O)N1CCOCC1 (stereo unspecified)	-4	-6	-1	1.1	1	-5	-31	4	3

13 entries from above, comma-delimited:
Molecule,PLK1 kinase inh,S1P2 ag,EphB4 antag,MT1-MMP txn act,PLAP activator,FAK blocker,PLK1 PBD inh,Rev-RRE block,S1P2 blocker
Cn1cc(C(=O)c2ccc(Cl)cc2Cl)cc1C(=O)N/N=C(\N)COc1ccc(F)cc1,2,-6,3,.,1.9,0,1,11,10
Cn1c(=O)c2c(nc(CN3CCc4ccccc4C3)n2Cc2ccccc2)n(C)c1=O,-2,-2,2,1.1,.,0,14,1,-2
O=C(CSc1nc2sc3c(c2c(=O)[nH]1)CCCC3)NCCO,2,-5,0,1.1,.,-5,13,7,8
CCn1c(SCC(=O)N2CCc3ccccc32)nnc1-c1ccncc1,-11,-7,-1,1.1,0.8,-6,33,-1,0
c1ccc(-c2noc(CN3CCN(C(c4ccccc4)c4ccccc4)CC3)n2)cc1,-3,-2,5,1.1,1.1,1,-1,9,-8
Cc1ccc(C(=O)C2=C(O)C(=O)N(CCN3CCOCC3)C2c2ccccn2)o1 (stereo unspecified),-10,1,-4,1.1,1.2,2,-2,6,9
COC(=O)c1sc(S(=O)(=O)NCc2ccccc2)c(C(=O)OC)c1C,1,4,-3,1.2,1,0,9,8,1
CCn1cc(C(=O)N[C@H](C)c2ccccc2)c(=O)c2cc(F)c(N3CCN(C)CC3)cc21,-8,-4,-6,1,1.6,2,-24,2,-14
O=C(Nc1ccc(Cl)cc1)N(Cc1cccnc1)Cc1ccco1,-8,-10,-5,1.2,0.9,-1,26,-1,-1
C=CCNC(=O)CN(c1ccc(F)c(Cl)c1)S(C)(=O)=O,-8,0,5,1.1,1.1,-1,5,0,-7
CC(=O)Nc1ccc(S(=O)(=O)Nc2nc(CN3CCOCC3)nc3sc4c(c23)CCCC4)cc1,-9,-9,5,0.9,1.7,-5,-1,4,-6
CCCCN1C(=S)SC(C)(C)C1/[N+]([O-])=C/c1cccnc1 (stereo unspecified),-5,-7,-5,1.1,0.8,-14,39,-2,3
CCc1cc(=O)oc2cc3oc(C)c(C)c3cc12,2,-10,-9,1.1,0.9,2,14,4,-22

New compounds follow.
SMILES	PLK1 kinase inh	S1P2 ag	EphB4 antag	MT1-MMP txn act	PLAP activator	FAK blocker	PLK1 PBD inh	Rev-RRE block	S1P2 blocker
O=C(CSc1nnnn1Cc1ccccc1)NCC(=O)c1ccccc1	-6	-4	-1	1.1	0.8	-1	-5	2	-9
CCCc1nnc(NC(=O)CC(=O)OCC)s1	-8	0	0	1.2	1	-5	3	2	8
Cc1cc(C)n(-c2nc3ccccc3c(=O)n2OCCOc2ccccc2)n1	-8	-5	-3	1.1	.	-1	19	7	5
CCOC(=O)CSc1nnc(CNC(=O)c2ccc(OC)cc2)n1-c1ccc(OC)cc1	-2	-7	-11	1.1	1.1	-5	-7	-4	17
COc1ccc(-c2nnc(SC(C)C(=O)Nc3cccc(Cl)c3)o2)cc1 (stereo unspecified)	-1	-5	-4	1.8	1.9	4	-8	15	1
CC(=NCC1CCNCC1)C1=C(O)CC(C)(C)CC1=O	-4	-5	-10	1.1	1.1	-5	40	1	15
CCC(C)NC(=O)CSc1ccc(Cl)cc1 (stereo unspecified)	-8	-5	-7	1.3	.	2	9	-5	-5
Cn1cnnc1SCC(=O)Nc1ccccc1	-9	-3	10	1.2	.	2	7	12	25
CCc1ccc(CNC(=O)C(=O)NCCc2ccc(OC)c(OC)c2)cc1	-9	-7	0	.	.	-4	-16	-5	-14
CCN(CC)c1nc2n(c(=S)n1)CCS2	-14	-5	-3	0.9	1	-2	12	0	2
Clc1ccc(-c2nnc3sc(-c4ccc(Br)o4)nn23)cc1	-16	-3	-4	1	0.9	-5	-1	3	19
CC1(C)Cc2c(ccc3ccccc23)/C(=C/C#N)N1	-9	-3	5	.	0.9	4	-4	1	17
CCOC(=O)Cc1cc(=O)n2[nH]c(-c3ccccc3)cc2n1	-15	-7	-2	1.3	.	-2	-12	4	-18
CCCn1c(NC(=O)c2ccc(C)cc2)nc2ccccc21	-17	-4	-2	1.6	0.8	4	21	17	18
COc1cc(S(=O)(=O)N2CCN(c3ccccc3F)CC2)c(OC)cc1Cl	-3	-3	12	1	.	0	-4	13	-1

Not a hit list, and some 3.9% of all compounds hit somewhere here.
